BAP1 block: inhibitors of BAP1 deubiquitinase, primary screen, biochemical, Ub-AMC fluorescence, kinetic; Ubiquitin carboxyl-terminal hydrolase BAP1 (Homo sapiens), Q92560; activity remaining (% of control), % at 20 µM; recombinant BAP1, Ub-AMC hydrolysis fluorescence kinetic; hits give low values; 72,000 tested, 0.48% active;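 active = activity remaining at or below 50% of control, provided the compound also passes the data quality filters; inactive = the rest, including low values that fail the filters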;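 note: 100% = DMSO wells rate and 0% = substrate alone blank rate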
Target sequence (Q92560 whole entry, looked up): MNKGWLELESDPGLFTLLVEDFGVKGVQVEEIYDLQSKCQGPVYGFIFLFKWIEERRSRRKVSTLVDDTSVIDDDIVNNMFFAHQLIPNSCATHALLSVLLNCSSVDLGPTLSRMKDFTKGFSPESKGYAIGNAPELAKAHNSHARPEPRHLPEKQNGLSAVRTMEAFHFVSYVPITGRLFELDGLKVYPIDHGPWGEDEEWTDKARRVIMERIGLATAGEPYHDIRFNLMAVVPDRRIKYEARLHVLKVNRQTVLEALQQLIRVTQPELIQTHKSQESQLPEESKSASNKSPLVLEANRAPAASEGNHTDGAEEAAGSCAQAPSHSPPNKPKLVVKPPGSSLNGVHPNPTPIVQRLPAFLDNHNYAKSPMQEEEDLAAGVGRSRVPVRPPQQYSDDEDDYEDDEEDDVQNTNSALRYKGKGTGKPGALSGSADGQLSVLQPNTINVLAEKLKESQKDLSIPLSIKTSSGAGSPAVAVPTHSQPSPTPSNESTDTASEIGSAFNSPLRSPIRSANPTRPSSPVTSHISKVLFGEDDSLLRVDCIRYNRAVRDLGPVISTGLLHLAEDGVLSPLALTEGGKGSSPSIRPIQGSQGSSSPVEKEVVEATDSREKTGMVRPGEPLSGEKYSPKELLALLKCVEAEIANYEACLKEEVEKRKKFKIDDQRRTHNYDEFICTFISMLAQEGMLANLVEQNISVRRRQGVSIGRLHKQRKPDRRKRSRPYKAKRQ
HePTP inh: inhibitors of human HePTP phosphatase, primary screen, biochemical, absorbance, leukemia target; Tyrosine-protein phosphatase non-receptor type 7 (Homo sapiens), P35236; recombinant HePTP phosphatase activity, OD absorbance; inhibition, % at 20 µM; 110,000 tested, 0.64% active; AID 521, 2006; in the data active = inhibition above about 50%;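 note: plate controls were vehicle for no effect and reference inhibitor for full effect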
Target sequence (P35236 whole entry, looked up): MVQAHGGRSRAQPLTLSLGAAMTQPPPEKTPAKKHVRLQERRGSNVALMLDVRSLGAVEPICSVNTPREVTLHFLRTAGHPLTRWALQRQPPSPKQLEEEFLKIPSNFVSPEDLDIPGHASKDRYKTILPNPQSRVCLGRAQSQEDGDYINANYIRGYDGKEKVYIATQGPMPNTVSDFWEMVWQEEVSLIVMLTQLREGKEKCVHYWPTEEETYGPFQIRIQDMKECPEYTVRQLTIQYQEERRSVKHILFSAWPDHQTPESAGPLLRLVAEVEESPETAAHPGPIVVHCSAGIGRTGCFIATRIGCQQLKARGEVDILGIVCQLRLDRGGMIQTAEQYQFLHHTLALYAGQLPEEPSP
* hit, by the source's call; . = no result given; & = joins results of further samples.

SMILES | BAP1 block | HePTP inh
Cc1ccc(C)c(N2CCN(S(=O)(=O)c3c(C)noc3/C=C/N(C)C)CC2)c1 | 61 | -1
COc1cc(-c2cc(C(F)(F)F)n3ncc(C(=O)Nc4cccc5ccccc45)c3n2)cc(OC)c1OC | . | 4
O=C(NCCSCc1ccccc1)c1cc(S(=O)(=O)N2CCOCC2)ccc1F | 87 | 5
COc1ccc(NC(=O)c2ccccc2NC(=O)c2ccc(C)cc2)cc1 | 119 | -7
O=S(=O)(Nc1ccc(N2CCCCC2)cc1)c1cccs1 | 112 | 7&0
COc1ccc(C(C)(C)C)cc1NC(=O)C1CC=CCC1C(=O)O (centres undefined) | 97 | -2
CCOC(=O)N1CCN(C(=O)Cc2ccc(C)cc2)CC1 | . | 8
CC1(C)C(=O)NCCN1C(=O)CSc1nccc(-c2ccc(Br)cc2)n1 | 117 | -7
CCOC(=O)CSc1nnc(NC(=O)c2cccc(S(=O)(=O)N3CCCCC3)c2)s1 | 106 | 8
N#CCc1nc(CSc2nc3ccccc3s2)cs1 | 85 | 6
CCOC(=O)C1=C(C)N=c2s/c(=C\c3ccc(OC)c(O)c3)c(=O)n2C1c1cccc(OC)c1 (centres undefined) | . | 2
Cc1ccc(C2/C(=C(\O)c3c(C)nc4ccccn34)C(=O)C(=O)N2CCCN2CCOCC2)o1 (centres undefined) | 100 | -3
O=C(OCCN1C(=O)c2ccccc2C1=O)c1cc2ccccc2o1 | 89 | -3
O=C(O)CN1C(=O)/C(=C\c2cccc(Cl)c2Cl)SC1=S | . | 2
CC(C)C[C@H](NC(=O)OC(C)(C)C)c1nnc(SCc2cccc(F)c2)o1 | 94 | -7
Cc1ccsc1/C=C(/C#N)c1nc(-c2ccc(-c3ccccc3)cc2)cs1 | . | 6
NS(=O)(=O)c1ccc(CNC(=O)c2ccc(Cl)cc2)cc1 | . | 5
CCCn1c(SCC(=O)Nc2c(C)cccc2C)nnc1C(C)C | 81 | -1
CC(=O)c1c(C)[nH]c(C(=O)N2CCc3ccccc32)c1C | 136 | 4
CCOC(=O)Cn1c(=O)oc2cc(S(=O)(=O)N3CCCc4ccccc43)ccc21 | 79 | 6
O=S(=O)(NCCOC12CC3CC(CC(C3)C1)C2)c1cccc2nsnc12 | 81 | 0
O=[N+]([O-])c1ccc(Cl)c(-n2ncnc2-c2cccnc2)c1 | . | 3
Cc1ccc(N2C(=O)CC(N3CCSCC3)C2=O)cc1 (centres undefined) | . | -10
CN1CCN(c2ccc(C(=O)c3ccc(F)cc3)cc2)CC1 | 78 | 4
COc1ccc(C2/C(=C(\O)c3ccc(OC)c(Cl)c3)C(=O)C(=O)N2CCN(C)C)cc1 (centres undefined) | 106 | 3

Next section
SMILES | BAP1 block | HePTP inh
OC(c1ccccn1)c1c[nH]c2ccccc12 (centres undefined) | 104 | 5
COCCN1C(=O)c2ccc(C(=O)Nc3nccs3)cc2C1=O | 90 | 6
CCS(=O)(=O)/N=C(\N)c1ccccc1 | 102 | 11
C=CCn1c(SCC(=O)Nc2ccc(C(=O)OCC)cc2)nnc1-c1cccs1 | 102 | -2
CCN(CC)CC#CC(O)(c1ccccc1)c1ccccc1 | . | -9
C/C(N)=C(/C#N)C(=O)CSc1nnc(Nc2cccc(C)c2C)s1 | 85 | 8
O=C(NN1C(=O)/C(=C/c2ccccc2Cl)SC1=S)c1ccccc1O | . | 7
CC(C)c1ccccc1OCC(=O)Nc1ccccc1C(=O)O | . | 9
O=C(Nc1nccs1)c1ccc2c(c1)C(=O)N(c1cccc(C(=O)c3ccccc3)c1)C2=O | . | -10
Cn1c(=O)c2c(ncn2CN2C(=O)c3ccccc3C2=O)n(C)c1=O | . | 2
CCOc1ccc(N2C(=O)c3cccc4cccc(c34)C2=O)cc1 | . | -15
CC1COC2C(O1)N(S(C)(=O)=O)CCN2S(C)(=O)=O (centres undefined) | 90 | -7
COc1ccccc1N1CCN(C2CC(=O)N(c3cccc(Br)c3)C2=O)CC1 (centres undefined) | . | 7
Oc1ccc(Br)cc1C=Nc1nc(-c2cccc3ccccc23)cs1 | 96 | .
Cn1c2ccccc2c2ncn(Cc3ccco3)c(=O)c21 | 222 | -9
COC(=O)c1ccc(Cn2cnc3c(cnn3-c3ccc(Cl)cc3)c2=O)o1 | 94 | .
CN(C)C(=O)CSc1nnc2sc3ccccc3n12 | 107 | 7
O=C(Nc1ccc(S(=O)(=O)NC2CCCCC2)cc1)c1ccc(Br)o1 | 94 | 2
Cc1nn(-c2cc(N3CCOCC3)ccc2N)c(=O)c2ccccc12 | 94 | .
CCN(CC)S(=O)(=O)c1cccc(C(=O)Nc2ccc(C(C)=O)cc2)c1 | . | -1
Cc1ccccc1CS(=O)(=O)CCC(=O)NCCN1CCN(c2cccc(Cl)c2)CC1 | 101 | 8
COc1ccc(C2=NN(C(=O)CCC(=O)O)C(c3ccc(OC)cc3)C2)cc1 (centres undefined) | . | 10
CCOc1ccc(C(c2nnnn2Cc2ccccc2)N2CCN(C(=O)c3ccco3)CC2)cc1 (centres undefined) | 97 | -5
Cc1ccc(C2(c3ccc(C)cc3)CC2C(=O)Nc2cc([N+](=O)[O-])ccc2C)cc1 (centres undefined) | . | 4
Cc1ccccc1C(=O)Nc1ccc2[nH]c(=O)[nH]c2c1 | . | 9

(listing goes on)
SMILES | BAP1 block | HePTP inh
COc1ccc(N(CC(=O)Nc2ccc(C)c(C)c2)S(=O)(=O)c2ccc(C)cc2)cc1 | . | 10
c1ccc(OCCOc2ncnc3ccccc23)cc1 | 107 | 5
O=C1C2CCCCC2C(=O)N1c1nc2ccccc2s1 (centres undefined) | . | -7
CCC(Oc1ccccc1)C(=O)Nc1ncccn1 (centres undefined) | . | 3
Cc1ccc(S(=O)(=O)N(C)CC(=O)N2CCCc3ccccc32)cc1 | 66 | 8
O=[N+]([O-])c1cccc(S(=O)(=O)NCc2ccco2)c1 | . | 5
Cc1c(C)c2ccc(OC(C)C(=O)c3ccccc3)cc2oc1=O (centres undefined) | . | 2
COC(=O)c1ccc(NS(=O)(=O)c2ccc3ccccc3c2)cc1 | 51 | .
CN(C)c1cccc(C(=O)N2CCN(c3cccc(Cl)c3)CC2)c1 | . | 5
C=CCSc1[nH]c(=O)cc(C)c1C(N)=O | 63 | 6
CCOc1ccc(C(=O)Nc2ccc3oc(-c4ccc(OC)c(Cl)c4)nc3c2)cc1 | . | -22
CCCCNC(=O)CSc1nnc(NC(C)=O)s1 | 108 | 8
O=C(N/N=C/c1cccs1)c1cc(C23CC4CC(CC(C4)C2)C3)[nH]n1 | . | -1
Cc1csc2ncc(C(=O)Nc3cccc(C(F)(F)F)c3)c(=O)n12 | 89 | 1
COC(=O)C1Sc2[nH]c(=O)sc2C(c2ccc(Cl)cc2)C1C(=O)OC (centres undefined) | 91 | -8
O=C(CSc1nnnn1-c1ccccc1)Nc1ccc(Br)cc1 | . | 1
O=C(/C=C/c1ccccc1)C1=C(O)C(=O)N(c2cccc(C(F)(F)F)c2)C1c1ccccc1[N+](=O)[O-] (centres undefined) | . | -4
CCOC(=O)N1CCN(C(=O)CN(c2ccccc2OC)S(=O)(=O)c2ccc(C)cc2)CC1 | 106 | 11
COc1cc(C2C(C#N)=C(N)OC3=C2C(=O)CC(C)(C)C3)ccc1OC(=O)N1CCOCC1 (centres undefined) | 110 | -6
O=C(c1cc2nc(-c3ccc([N+](=O)[O-])cc3)cc(C(F)(F)F)n2n1)N1CCCc2ccccc21 | . | 6
CSc1ccccc1NC(=O)c1c(C)noc1C | 92 | 10
O=C(CC(c1ccccc1)c1ccccc1)NCC1(c2ccccc2)CCOCC1 | . | -8
COC(=O)C1=C(C)NC(=O)C1(Nc1ccc(Cl)cn1)C(F)(F)F (centres undefined) | 58 | 7
CC(=O)Nc1ccc(C(=O)Nc2ccc(Cl)cc2Cl)cc1 | . | -15
O=C(c1cnn2c(C(F)F)cc(C3CC3)nc12)N1CCOCC1 | 122 | -3

Profiles from above. Values in the order: BAP1 block | HePTP inh
CCC(Oc1ccccc1)C(=O)Nc1ncccn1 (centres undefined) in the list: . | 3
COc1ccc(C(C)(C)C)cc1NC(=O)C1CC=CCC1C(=O)O (centres undefined) in the list: 97 | -2

Following part:
SMILES | BAP1 block | HePTP inh
COc1nc(Nc2nc3ccccc3c(=O)[nH]2)nc2ccc(C)cc12 | 89 | 7
COc1cc(C(C)=O)ccc1OC(=O)C(C)N1C(=O)c2ccccc2C1=O (centres undefined) | . | 0
CC1CC(=O)N(CC(=O)N2CCCC2)c2ccccc2S1 (centres undefined) | 81 | -11
O=C(Nc1cccc(F)c1)C1CC(=O)N(c2ccc(F)cc2)C1 (centres undefined) | . | -14
CCOc1ccc(N2C(=O)CC(NCc3ccc(F)cc3)C2=O)cc1 (centres undefined) | 168 | 1
Cc1oc2ccc(OCc3ccccc3F)cc2c1C(=O)O | . | 6
Cc1cn2c3ccccc3n(CCN3CCCCC3)c2n1 | 218 | .
Cc1cc(I)ccc1NC(=O)c1ccc(C(C)(C)C)cc1 | 74 | .
CC(c1ccccc1C(O)(c1ccccc1)C(F)(F)F)N(C)C (centres undefined) | . | -17
NS(=O)(=O)c1ccc(-c2ccc(C=NC3CCS(=O)(=O)C3)o2)cc1 (centres undefined) | 142 | 10
O=C(Nc1ccccc1Cl)N1CCN(c2ccccn2)CC1 | 97 | 2&-14
CCOC(=O)Cn1nnc2ccccc21 | . | 6
CC1=CC(C)(C)N(C(=O)CSc2nc3ccccc3s2)c2cc(C)ccc21 | . | -4
Cc1c(C(=O)NCc2cccnc2)sc2nc(-c3ccc(F)cc3)cn12 | 90 | 13
COc1ccc(S(=O)(=O)N2CCSC2c2cc(OC)c(OC)cc2OC)cc1 (centres undefined) | 130 | .
N#Cc1nc(-c2cccs2)oc1NCc1ccc(Cl)cc1 | 114 | 6
COCCNC(=O)CSc1nc2ccccc2c2nc(C)nn12 | 98 | 5
CCCCC1CCC(c2nc(-c3ccc(Br)cc3)no2)CC1 (centres undefined) | 59 | .
CC(C)CNC(=O)/C(=C/c1ccc(F)cc1)NC(=O)c1ccccc1 | . | 3
C=C(C)CNC(=S)Nc1sc(CC)cc1C(=O)OCC | . | 1
Clc1ccc(CN2CCN(Cc3ccncc3)CC2)cc1 | . | -9
Cn1c(=O)c2cc(S(=O)(=O)NCCC(=O)NC3CCCCCCC3)ccc2n(C)c1=O | 93 | 14
COC(=O)C1=C(C)NC(=O)NC1c1cccc(Cl)c1 (centres undefined) | . | -16
CN1C(=O)c2ccc(N3CCCC3)cc2C1=O | 102 | -8
O=C(Cn1c(=O)n(-c2ccccc2)c(=O)c2sccc21)N1CCCC1 | 104 | 6

(listing goes on)
SMILES | BAP1 block | HePTP inh
O=C(c1cccc(Cl)c1)N1CCN(Cc2ccccn2)CC1 | . | 6
O=c1[nH]c(CSc2nc3ccccc3o2)nc2c1cnn2-c1ccccc1 | . | 4
Cc1ccccc1-n1nc(C)c2cc(C(=O)NCc3cccnc3)sc21 | 94 | 2
CC[C@@H](C)[C@H](NC(=O)C1CCN(C(=O)[C@@H](NS(=O)(=O)c2ccc(C)cc2)C(C)C)CC1)C(=O)O | 68 | -6
COC(=O)N1CCN(S(=O)(=O)c2ccc(F)cc2)CC1 | 100 | 7
c1ccc(-c2csc(Nc3cccnc3)n2)nc1 | 118 | 9
OC(COc1ccccc1Cl)Cn1c2ccccc2c2ccccc21 (centres undefined) | . | -4
CC(C)OC1=C(Cl)C(=O)c2ccccc2C1=O | . | -17
O=C1C(Cc2ccccc2)S/C(=N/N=C/c2ccco2)N1c1ccccc1 (centres undefined) | . | -11
COc1ccc(C2=C/C(=C\c3ccc(OC(C)=O)cc3)C(=O)O2)cc1 | . | 6
Cc1ccc(C(=O)O/N=C(/N)c2nonc2N)cc1 | . | 1
CCc1ccc(NC(=O)C(=O)NCCCO)cc1 | . | -6
COc1cccc(C(=O)Nc2ccc(NC(=O)C(C)(C)C)cn2)c1 | 97 | 2
CCCc1nc2c(nnn2Cc2ccccc2)c(=O)[nH]1 | 87 | -7&3
CC1(C)CC(NC(=S)Nc2cccc(Cl)c2)CC(C)(C)N1 | . | 3
COc1ccc(C(=O)C(OC(=O)c2ccncc2)c2ccccc2)cc1 (centres undefined) | 84 | .
CCN(CCCNC(=O)Cn1ncc2c(=O)oc3ccccc3c21)c1cccc(C)c1 | 87 | 5
COc1cccc(C(=O)Nc2ccccc2N2CCOCC2)c1 | 152 | 4
CCOC(=O)c1[nH]c(C)c(C)c1C | 97 | 2
COc1ccc(OC)c(-c2cc(C(=O)Nc3cccc(Cl)c3)no2)c1 | . | 9
CCn1c(O)c(C2=NCCCC2)c2ccccc21 | 85 | 5
N#C/C(=C/C=C/c1ccccc1)c1nc(-c2cc3c(ccc4ccccc43)oc2=O)cs1 | . | 2

Compounds from the list above containing an aryl thioether with sulfur outside any ring:
SMILES | BAP1 block | HePTP inh
CC1(C)C(=O)NCCN1C(=O)CSc1nccc(-c2ccc(Br)cc2)n1 | 117 | -7
CCOC(=O)CSc1nnc(NC(=O)c2cccc(S(=O)(=O)N3CCCCC3)c2)s1 | 106 | 8
N#CCc1nc(CSc2nc3ccccc3s2)cs1 | 85 | 6
CC(C)C[C@H](NC(=O)OC(C)(C)C)c1nnc(SCc2cccc(F)c2)o1 | 94 | -7
CCCn1c(SCC(=O)Nc2c(C)cccc2C)nnc1C(C)C | 81 | -1
C=CCn1c(SCC(=O)Nc2ccc(C(=O)OCC)cc2)nnc1-c1cccs1 | 102 | -2
C/C(N)=C(/C#N)C(=O)CSc1nnc(Nc2cccc(C)c2C)s1 | 85 | 8
CN(C)C(=O)CSc1nnc2sc3ccccc3n12 | 107 | 7
C=CCSc1[nH]c(=O)cc(C)c1C(N)=O | 63 | 6
CCCCNC(=O)CSc1nnc(NC(C)=O)s1 | 108 | 8
O=C(CSc1nnnn1-c1ccccc1)Nc1ccc(Br)cc1 | . | 1
CSc1ccccc1NC(=O)c1c(C)noc1C | 92 | 10
CC1=CC(C)(C)N(C(=O)CSc2nc3ccccc3s2)c2cc(C)ccc21 | . | -4
COCCNC(=O)CSc1nc2ccccc2c2nc(C)nn12 | 98 | 5
O=c1[nH]c(CSc2nc3ccccc3o2)nc2c1cnn2-c1ccccc1 | . | 4

Source: PubChem BioAssay (several laboratories)
